# From PubChem BioAssay
# S1P4 antag – S1P4 receptor antagonists, primary screen, cell-based. Sphingosine 1-phosphate receptor 4 (Homo sapiens), O95977. S1P4-expressing cells, antagonist mode, reporter read-out. inhibition, % at 4.98 µM. 0.26% of 220,000 active. AID 1510, 2009; in the data active = inhibition above about 29%;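 also: 0% = wells stimulated with agonist and 100% = vehicle wells without agonist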
# CHOP inh – inhibitors of CHOP promoter induction, primary screen, cell-based, unfolded protein response, luciferase reporter | CHO-K1 CHOP-promoter luciferase, tunicamycin-induced, 15-18 h | inhibition, % at 10 µM | 3.8% of 220,000 active | AID 2732, 2010;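 active = compounds that reduced the stress-induced luciferase reporter signal by more than about 70% of percent inhibition, limit read from the data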;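 also: 0% = tunicamycin plus vehicle and 100% = wells without tunicamycin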
# NPY2 pot ag – NPY-Y2 potentiators or agonists, primary screen, cell-based; activation, % at 3.6 µM; Neuropeptide Y receptor type 2 (Homo sapiens), P49146; 0.45% of 220,000 active; cells expressing NPY-Y2, potentiator/agonist read-out; AID 1359, 2008; in the data active = activation above about 27%;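 also: cells stimulated with NPY near EC25 plus isoproterenol at EC100; 0% = vehicle plus submaximal agonist and 100% = vehicle plus saturating agonist; some results beyond the cut were filed as inactive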
# Target sequence (P49146 whole entry, looked up): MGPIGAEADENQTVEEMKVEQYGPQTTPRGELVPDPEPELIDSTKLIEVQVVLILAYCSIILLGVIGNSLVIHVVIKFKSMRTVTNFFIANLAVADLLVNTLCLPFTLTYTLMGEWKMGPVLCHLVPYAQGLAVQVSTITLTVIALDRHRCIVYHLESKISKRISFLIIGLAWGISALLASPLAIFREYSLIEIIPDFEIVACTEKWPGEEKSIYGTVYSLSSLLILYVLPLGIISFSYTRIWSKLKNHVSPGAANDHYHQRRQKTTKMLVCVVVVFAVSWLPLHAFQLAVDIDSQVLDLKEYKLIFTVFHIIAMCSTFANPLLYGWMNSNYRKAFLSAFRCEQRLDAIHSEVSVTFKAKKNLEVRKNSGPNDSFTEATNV
# TRPML3 ag – human TRPML3 channel agonists, primary screen, cell-based, HEK293 TRPML3-YFP, Fluo-8 calcium fluorescence, 3 µM; Mucolipin-3 (Homo sapiens), Q8TDD5; 100% = the carbachol control signal; activation, % at 3 µM; 0.29% of 220,000 active;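 active = activation above its plate's cutoff, the mean activation of the plate's test wells plus 3 SD, cut at about 12% in these data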;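 also: 0% = DMSO only wells and 100% = carbachol wells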
# Target sequence (Q8TDD5 whole entry, looked up): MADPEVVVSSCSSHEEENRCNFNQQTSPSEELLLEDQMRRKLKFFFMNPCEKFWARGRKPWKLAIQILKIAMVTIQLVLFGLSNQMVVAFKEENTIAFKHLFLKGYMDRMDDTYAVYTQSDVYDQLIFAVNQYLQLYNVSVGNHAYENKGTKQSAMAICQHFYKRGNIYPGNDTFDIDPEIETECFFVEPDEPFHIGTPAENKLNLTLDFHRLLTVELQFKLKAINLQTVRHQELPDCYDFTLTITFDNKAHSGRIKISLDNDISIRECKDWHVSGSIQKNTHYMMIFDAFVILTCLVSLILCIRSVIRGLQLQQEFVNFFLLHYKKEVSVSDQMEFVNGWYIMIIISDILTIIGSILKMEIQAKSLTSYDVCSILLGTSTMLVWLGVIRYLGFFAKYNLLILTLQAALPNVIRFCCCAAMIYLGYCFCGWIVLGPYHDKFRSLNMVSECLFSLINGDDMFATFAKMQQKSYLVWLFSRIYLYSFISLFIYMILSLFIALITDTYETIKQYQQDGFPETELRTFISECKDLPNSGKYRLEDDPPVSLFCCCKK
#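 Material: HEK293 cells stably carrying human TRPML3-YFP; compound dosing: single dose, 3 µM final nominal compound, 0.3% DMSO final; incubation: 1-h 37 °C dye load, 5-s basal, 120-s post-compound reads; technique: Fluo-8 intracellular calcium fluorescence, excitation 470-495 nm, emission 515-575 nm; read-out basis: percent activation from peak-to-basal fluorescence ratio, scaled between DMSO and carbachol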
# zfTRPN1 agonist – zebrafish TRPN1 channel agonists, primary screen, cell-based, HEK293, calcium fluorescence; HEK293 zebrafish TRPN1-YFP, Fluo-8 calcium fluorescence; 100% = response to 87 µM carbachol; 0.18% of 220,000 active; activation, % at 3 µM; transient receptor potential cation channel N1 (TRPN1/NompC), Danio rerio; AID 1424, 2008;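 active = activation above its plate's cutoff, the mean activation of test wells on that plate plus 3 SD, cut at about 19% in these data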;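 also: 0% = DMSO alone and 100% = 87 µM carbachol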
#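 Assay system: Zebrafish TRPN1-YFP in HEK293 cells | Incubation: Dye loading 1 h at 37 °C, then 30 min room temperature | Measured by: Kinetic Fluo-8 fluorescence, ex 470-495, em 515-575 nm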
# NPY1 pot ag – NPY-Y1 receptor potentiators or agonists, primary screen, cell-based; NPY-Y1 expressing cells, potentiator/agonist activation; Neuropeptide Y receptor type 1 (Homo sapiens), P25929; AID 1304, 2008; activation, % at 3.6 µM; 0.37% of 220,000 active; in the data active = activation above about 33%, passing the limit was not always enough;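 also: cells stimulated with NPY at EC10 then isoproterenol at EC100; 0% = low agonist plus stimulus and 100% = saturating agonist plus stimulus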
# NPY Y1 blocker – NPY-Y1 receptor antagonists, primary screen, cell-based | Neuropeptide Y receptor type 1 (Homo sapiens), P25929 | HEK293-CNG Y1 cells, membrane potential fluorescence; NPY at EC95, then isoproterenol | inhibition, % at 3.6 µM | 1% of 200,000 active | AID 1040, 2008;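 active = inhibition above the campaign mean inhibition of all tested compounds plus 3 SD, cut at about 20% in these data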;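 also: 0% = DMSO wells given NPY plus isoproterenol and 100% = isoproterenol alone without NPY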
#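 Assay system: HEK293 cells with Y1 receptor plus CNG channel | Probe or stimulus: NPY (25 nM), isoproterenol (1 µM), Ro 20-1724 (25 µM) | Timing: Compound incubation 1 h at room temperature, readout 45 min post-stimulation | Measured by: Membrane-potential fluorescent dye readout | Benchmarks: High control isoproterenol alone, low control NPY with isoproterenol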
# EP2 mod – EP2 receptor modulators, cAMP readout, primary screen, cell-based, HTRF cAMP, PGE2 stimulation. Prostaglandin E2 receptor EP2 subtype (Homo sapiens), P43116. EP2-expressing cells, cAMP HTRF FRET, PGE2 co-stimulation. induction, % at 25 µM. 0.83% of 260,000 active;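 active = compounds whose cAMP rise, as percent of the full-agonist control response, exceeds 60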;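 also: rat C6 glioma line stably carrying human EP2 under a CMV promoter; the protocol text gives 20 µM as final concentration; 100% = response of wells given 1 µM PGE2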
# S1P4 ag – S1P4 receptor agonists, primary screen, cell-based. Sphingosine 1-phosphate receptor 4 (Homo sapiens), O95977. AID 1509, 2009. activation, % at 4.98 µM. 0.35% of 220,000 active. S1P4-expressing cell line, agonist reporter assay; in the data active = activation above about 11%;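 also: 0% = DMSO vehicle and 100% = reference agonist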
# The depositor's hits bear a star; · = not tested or not shown; & = joins results of further samples. Not all compounds are listed (hit frequency here may not be typical).
SMILES,S1P4 antag,CHOP inh,NPY2 pot ag,TRPML3 ag,zfTRPN1 agonist,NPY1 pot ag,NPY Y1 blocker,EP2 mod,S1P4 ag
CC(=NCCCO)c1c(O)n(Cc2ccccc2)c(=O)[nH]c1=O,-0.3,-36.3,4.0,0.1,1.2,-4.2,9.0,19.1,-3.0
CC1(c2ccccc2)NCCN2C(=O)CSC21 (configuration not stated),-0.6,5.3,-5.4,1.5,0.6,-10.9,6.0,-3.9,-3.3
Cc1nc2cc(C(=O)N3CCC4(CC3)OCCO4)ccc2n1-c1ccc(Br)cc1,-70.1,52.7,-12.1,0.4,-0.1,9.2,1.1,2.7,1.5
CC1(C)CC(=O)C(C=NCCN2CCN(C(=O)Cc3ccccc3)CC2)=C(O)C1,-10.8,-13.8,10.9,0.1,1.0,13.1,3.4,13.7,-2.0
COc1ccc(-n2c(O)c(C(C)=Nc3ccc4c(c3)CCC4)c(=O)[nH]c2=O)cc1,-7.5,2.8,10.7,0.6,-0.7,13.9,·,-18.6,-0.3
CCOC(=O)C1=C(N)OC2=C(C(=O)CCC2)C12C(=O)Nc1ccccc12 (configuration not stated),-18.6,6.4,2.5,0.0,-0.5,3.2,-1.9,1.0,1.6
CN1C(=O)/C(=C\c2ccc(N3CCCCCC3)cc2)C(=O)NC1=S,-9.1,9.8,-28.0,0.2,0.2,1.4,·,-19.2,0.6
CCCCn1c(O)c(C=NCCCN(CC)CC)c(=O)[nH]c1=O,-13.4,16.0,-14.1,0.5,-0.3,-2.6,1.2,-4.4,1.5
CCN(CC)C(=O)c1ccc(NC(=O)CSc2nnnn2-c2cc(OC)ccc2OC)cc1,-3.7,58.3,-5.6,1.9,1.9,-2.2,-3.4,14.1,0.1
CC1=NN(Cc2c[nH]c3ccccc23)C(C)(C)C1,0.2,5.7,-5.4,0.9,1.8,10.9,0.6,-12.2,-0.6
CCOP(=O)(OCC)c1ccc(OP(=O)(c2cccc([N+](=O)[O-])c2)c2cccc([N+](=O)[O-])c2)cc1,-11.1,5.7,-1.9,0.9,-0.4,30.4,·,8.2,2.5
O=C(C[n+]1ccn(CCCNP2(=O)C=C(c3ccccc3)OC(c3ccccc3)=C2)c1)c1ccccc1,-19.5,-7.4,5.3,0.7,-0.3,-8.9,-0.5,20.7,1.8
O=C1C(=O)c2ccccc2-c2ccccc21,98.5*,107.0*,-65.2,1.9,1.1,-95.5,38.7*,-37.8,-2.9
Cc1cc(C(=O)N2CCC3(CC2)OCCO3)cs1,-17.4,-19.0,-3.2,0.6,-0.4,-5.5,2.6,5.1,-0.5
CC(=O)c1c(C)n(C2CCCCC2)c2ccc(O)cc12,-15.9,55.9,18.0,-1.2,-2.1,5.9,11.9,-9.8,2.8
C(#CCN1CCOCC1)COCC#Cc1ccccc1,-1.4,18.6,-1.5,0.6,-0.7,-5.5,-3.2,-8.0,0.4
COc1cc(/C=C2\C(=O)NC(=O)N(c3ccccc3)C2=O)cc(OC)c1OC,-9.1,-30.2,2.3,1.2,0.7,-6.7,5.3,-2.9,-0.8
Cc1ccc(P(=S)(c2ccc(C)o2)N2CCOCC2)o1,-6.2,7.9,-0.2,-1.4,-2.2,8.1,-1.1,4.9,4.4
Cc1cc(/C=C2\C(=O)NC(=O)N(Cc3ccccc3)C2=O)c(C)n1-c1ccc(Cl)c(C(=O)O)c1,-2.6,-12.2,8.3,1.2,2.2,-9.9,3.0,26.1,-0.4
O=c1c2ccccc2[se]n1-c1ccccc1,22.3,34.9&2.5,22.1,0.8,-0.2,14.3,-1.8,-1.6&-36.4,3.4
O=C1NC(=O)N(Cc2ccco2)C(=O)/C1=C\c1ccc(-c2ccc(F)cc2)o1,-6.2,4.8,-7.0,2.2,4.7,26.4,·,-80.4,0.2
CN(C)CP(=O)(O)CN(C)C=O,-15.5,-7.0,4.7,0.1,0.3,-2.9,-0.2,-4.2,1.2
O=C1/C(=C\c2ccc(Cl)c(Cl)c2)N2CCC1CC2,2.0,20.5,25.0,-1.2,-2.3,36.8,·,-36.7,-0.4
CCOC(=O)C1(CCc2ccccc2)CCN(Cc2cccc3cnccc23)CC1,-4.2,1.8,-10.7,-0.6,-2.7,-4.5,7.6,31.3,0.1
CCCCCn1c(=O)c(C(=O)Nc2ccccc2S(N)(=O)=O)c(O)c2ccccc21,-1.7,81.7*,-9.2,0.4,0.7,-11.1,2.6,5.4,-0.9
CC12CC[C@H]3[C@@H](CCC4(O)C[C@H](O)CCC34/C=N/NC(=O)c3ccccc3O)C1(O)CCC2C1=CC(=O)OC1 (some centres not stated),12.6,1.3,-48.1,1.1,0.5,-30.0,·,9.5,0.4
COc1ccc(CC2c3cc(OC)c(OC)cc3CCN2C)cc1O (configuration not stated),-2.9,2.8,-5.0,1.1,1.0,-7.8,2.2,23.7,0.6
CCCCCn1c(N)c(C(=O)NCCN2CCOCC2)c2nc3ccccc3nc21,4.1,45.7,-8.2,0.0,-0.3,-14.5,8.3,24.9,3.5
Cc1cc(C(=O)CS(=O)c2ccc(F)cc2)cc(C)c1OC(=O)N(C)C (configuration not stated),-3.5,14.5,1.5,-0.5,1.3,0.3,0.7,4.4,-1.6
O=C(C1c2ccccc2C(=O)N2CCc3ccccc3C12)N1CCC2(CC1)OCCO2 (configuration not stated),8.5,-10.2,2.0,0.7,0.9,-7.3,17.6,3.0,-1.9
CC12CN3CC(C)(CN(C1)C3c1cccs1)C2 (configuration not stated),1.0,-13.9,4.6,-0.1,0.1,22.0,1.8,15.8,-0.9
O=C(Cn1c(=O)n(CC2CS2)c2ccccc21)N1CCCCCC1 (configuration not stated),-4.7,39.6,-0.7,0.1,-1.3,14.6,0.1,20.5,0.4
O=C(Nc1ccc(C(F)(F)F)cc1)c1cccn(Cc2ccc3c(c2)OC(F)(F)O3)c1=O,4.3,50.7,-2.5,1.1,1.2,-24.7,2.0,6.5,-2.3
O=c1[nH]c(=O)n(C2CCCCCC2)c(O)c1C=NC1CCN(Cc2ccccc2)CC1,-9.9,66.0,1.4,1.3,0.5,8.8,-1.6,37.7,0.0
O=C(Nc1cccc2ccccc12)N1CCC2(CC1)OCCO2,14.3,-3.0,-0.4,0.2,-0.3,-11.5,-1.4,-8.0,-2.1
CN1CCN(/N=C/c2c(O)n(CCC3=CCCCC3)c(=S)[nH]c2=O)CC1,-11.1,7.8,2.0,1.9,6.7,5.8,·,-19.4,0.3

# Individual results from above.
# CCOC(=O)C1=C(N)OC2=C(C(=O)CCC2)C12C(=O)Nc1ccccc12 (configuration not stated) in S1P4 antag → -18.6
# CN1C(=O)/C(=C\c2ccc(N3CCCCCC3)cc2)C(=O)NC1=S in zfTRPN1 agonist → 0.2
# O=c1c2ccccc2[se]n1-c1ccccc1 in zfTRPN1 agonist → -0.2

# Remaining list, next part.
SMILES,S1P4 antag,CHOP inh,NPY2 pot ag,TRPML3 ag,zfTRPN1 agonist,NPY1 pot ag,NPY Y1 blocker,EP2 mod,S1P4 ag
Cc1cc(NC(=O)COC(=O)c2c(C)nn(Cc3ccccc3)c2C)no1,-12.1,13.8,2.2,-0.3,0.2,-6.3,1.3,19.7,-0.6
Cn1c(O)c(C(=N)COc2ccccc2)c(=O)n(C)c1=O,-9.6,-3.7,3.3,0.3,0.5,12.5,-0.1,4.1,-1.5
Nc1c(C(=O)OCC2CCCO2)c2nc3ccccc3nc2n1Cc1cccs1 (configuration not stated),9.5,23.5,-7.7,-0.1,0.1,-7.4,12.7,-5.6,-3.6
Cc1ccc(-n2c(O)c(C=Nc3ccc(Br)cn3)c(=O)[nH]c2=O)cc1,-12.1,5.1,-1.5,0.8,0.2,6.0,8.4,21.9,-0.7
Cc1cc(OCc2cc(C(=O)O)oc2C)c2c3c(c(=O)oc2c1)CCCC3,-5.4,-3.4,8.7,1.6,0.5,3.4,-3.4,11.9,0.6
CCCCCCn1c(O)c(C=NC2CCCCC2N)c(=O)[nH]c1=O (configuration not stated),6.3,68.2,-28.8,0.8,1.3,-15.9,3.3,15.9,1.5
COc1ccccc1Cn1c(SCC(=O)C(C)(C)C)nc2cc(C(=O)N3CCC4(CC3)OCCO4)ccc2c1=O,6.9,-28.0,4.8,0.8,0.1,7.0,5.8,49.1,-0.9
CCc1nc2ccc(N3CCN(C)CC3)cc2nc1CC,0.1,-2.5,7.9,1.5,-0.1,2.6,2.3,4.3,1.0
Cn1nnc(CC[N+](C)(C)C)n1,9.7,-5.4,-14.9,-0.4,1.3,-6.7,·,-17.5,-0.6
c1ccc2c(c1)CNc1ccccc1O2,8.8,0.5,-3.6,3.4,-1.8,-1.4,-5.6,-29.1&-27.5,-2.3
CNS(=O)(=O)c1ccc(N=Cc2c(O)n(-c3ccccc3)c(=O)[nH]c2=O)cc1,-0.2,11.2,-3.1,0.9,1.4,24.3,-0.9,-7.8,1.1
Fc1cccc(F)c1CN1CCN(Cc2c(F)cccc2F)CC1,-10.3,42.2,-10.8,-0.2,-0.2,-3.1,-5.0,16.3,0.1
CC(C(=O)c1ccccc1)N1C(=O)c2ccccc2C1=O (configuration not stated),-14.8,21.2,-3.7,0.3,-1.7,26.7,-4.3,-31.1,-0.8
Cc1ccc2c(c1)C1CN(C)CCC1N2C(=O)c1cccs1 (configuration not stated),-7.1,3.8,4.2,0.3,0.0,-20.8,·,-19.5,0.9
Cc1ccc(S(=O)(=O)N2CCC(C(=O)N3CCC4(CC3)OCCO4)CC2)cc1,18.1,2.9,-22.7,0.5,1.9,16.4,10.8,16.0,1.1
CC(=O)c1ccc(-c2ccccc2)cc1,6.9,24.1,-1.4,0.2,-0.4,7.0,-2.1,10.2,-0.4
CC(=O)OC1N=C(c2ccccc2)c2cc(Br)ccc2N(C)C1=O (configuration not stated),-26.1,5.4,-12.8,0.0,-0.1,7.3,6.9,17.1,3.0
COC(=O)C1=Nc2ccccc2/C1=C\c1c(O)n(-c2ccc(Br)cc2)c(=O)[nH]c1=O,-28.6,59.6,-4.4,0.7,2.6,-16.8,-0.8,-49.8,1.6
